# ER stress surv = protection against thapsigargin ER stress killing – CSM14.1 cells, ATP luminescence, primary screen | CSM14.1 thapsigargin ER stress survival | relative survival (cellular ATP), % at 15 µg/mL (by protocol) | 0.33% of 48,000 active | AID 1010, 2008;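 active means survival measured by cellular ATP above 50% at 15 µg/ml in the first screen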;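 further: cell death triggered by about 15 µM thapsigargin; ATP read 24 h after thapsigargin was added; plate controls were thapsigargin with DMSO for no effect and DMSO without thapsigargin for full effect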
# * = called active by the depositor. This is a subset; the hit share may differ from the screen's.
SMILES,ER stress surv
CCc1ccc2oc(-c3ccc(C)c(N)c3)nc2c1,-3.7
COC(=O)C1=NN(C(=O)c2ccccc2)C(O)(C(C)(C)C)C1 (configuration not stated),0.1
COc1ccc(NC(=O)C2(c3ccccc3)CC2(Cl)Cl)cc1 (configuration not stated),-4.2
CN1CCN(S(=O)(=O)c2ccc(Oc3ccc([N+](=O)[O-])cc3)cc2)CC1,32.2
COc1ccc(N2C(=O)NC(=O)/C(=C/c3cc(Cl)cc(OC)c3O)C2=O)cc1,-0.2
COc1ccc(C)cc1NC(=O)c1cccc([N+](=O)[O-])c1C,-0.5
CN(C)c1ccc(/C=C/c2[nH]c(=O)[nH]c(=O)c2[N+](=O)[O-])cc1,4.2
CC(C)c1ccc(NC(=O)C(=O)NCc2ccco2)cc1,10.3
N/C(=N\OC(=O)c1ccc([N+](=O)[O-])cc1)c1ccccc1Cl,1.4
COc1ccc(Cl)cc1C(=O)N(C)c1ccccc1,1.9
COc1cccc(C(=O)N2CCN(Cc3cccc(Cl)c3)CC2)c1,-7.7
Cc1cc(C)n(-c2cc(-c3ccccc3)nc(-c3ccc(Br)cc3)n2)n1,21.0
COn1c(=O)c(=O)n(OCc2ccccc2)c2ccccc21,4.4
N#CCOc1ccccc1/C=C1/Sc2ccccc2C1=O,7.6
CCOC(=O)c1c(C)nc2cc(C)ccn12,5.4
CCCCCC(=O)N1c2ccccc2NC2=C(C(=O)CC(c3ccc(OC)cc3)C2)C1c1ccco1 (configuration not stated),-0.1
Cc1ccc(-c2nnc3ccc4ccccc4n23)cc1,3.2
CC(C)(C)C(=O)NNC(=O)C(=O)N1CCOCC1,2.5
CCOc1ccc(N2C(=O)NC(=O)/C(=C\c3ccc(OCc4cccc(C(=O)O)c4)cc3)C2=O)cc1,2.0
CCOc1ccc(N/C(C)=C/C(=S)Nc2ccccc2)cc1,-4.6
COc1cc(/C=N/n2cnnc2)ccc1OCc1cccc2ccccc12,4.6
Cc1cc(NC(=O)c2ccccc2I)ccc1NC(=O)c1ccccc1,0.0
C#Cc1cccc(NC(=O)c2cccc(N3C(=O)c4ccc(Oc5cccc([N+](=O)[O-])c5)cc4C3=O)c2)c1,3.0
O=C(N/N=C/c1cccc([N+](=O)[O-])c1)c1cc(-c2ccc(Cl)cc2)n[nH]1,10.4
Cc1cccc(/C(N)=N/OC(=O)c2cccc(Br)c2)c1,-5.6

# (list continues)
SMILES,ER stress surv
O=C(Nc1nc(-c2ccc(F)cc2F)cs1)c1c(F)cccc1F,-1.7
O=C1NC(=O)N(c2ccccc2)C(=O)/C1=C\c1ccc(-c2ccc([N+](=O)[O-])cc2Cl)o1,16.1
CCOC(=O)c1c(NC(=O)COc2ccc(Cl)cc2)sc(C(=O)N2CCCCC2)c1C,13.8
Cc1ccc(S(=O)(=O)N(CC(=O)NC(C)c2ccccc2)Cc2ccccc2)cc1 (configuration not stated),10.1
COc1cc(/C=N/Nc2nn[nH]n2)ccc1O,-8.3
COc1ccc(NC(=O)c2cccc(Cl)c2Cl)cc1OC,11.3
CCOc1cc(C2Nc3ccccc3C(=O)N2c2ccc(Cl)cc2)ccc1O (configuration not stated),0.5
COc1ccc(OCC(=O)N/N=C/c2ccc(C)cc2)cc1,7.8
COc1cc(C=Nc2cccc(Br)c2)ccc1O,-0.6
O=C(Nc1cccnc1)c1cc2ccccc2o1,-3.8
CCN(CC)c1nc(-c2ccccc2O)nc2ccccc12,6.9
COc1ccc2oc(=O)c(C(=O)Nc3cccc([N+](=O)[O-])c3)cc2c1,13.3
COc1ccc(OCC(=O)NCCOc2ccccc2)cc1,-2.0
COc1ccc(CNC23CC4CC(CC(C4)C2)C3)cc1Br,-4.5
Oc1ccc(Br)cc1/C=N/Nc1ccccn1,7.7
O=C(CSc1nnc(-c2cccnc2)o1)c1ccc(Br)cc1,4.3
Oc1ccccc1N=Cc1ccc(Br)cc1,-25.9
N#Cc1ccccc1NC(=O)c1ccc(-c2ccccc2)cc1,2.0
Cc1ccc2cc(C)c(NCc3ccccn3)nc2c1,2.3
O=C(Nc1cccc(-c2nc3ccccc3[nH]2)c1)c1ccncc1,-10.3
O=C(N/N=C/c1cc(I)cc(I)c1O)C(O)c1ccccc1 (configuration not stated),6.5
COc1ccc(CC(=O)NNC(=O)COc2ccc(Cl)cc2)cc1OC,10.4
CC1CCC(N2CCN(C(=O)c3ccco3)CC2)CC1 (configuration not stated),-2.0
O=C(/C=C\c1ccccc1)Nc1ccc(Cl)c(-c2nc3ccccc3o2)c1,5.1
COc1ccc(O)c(CN2CCN(Cc3ccc([N+](=O)[O-])cc3)CC2)c1,4.0

# (continued)
SMILES,ER stress surv
CC(=O)c1ccc(NC(=O)c2ccc(Cc3ccc(C)cc3)o2)cc1,6.7
COc1ccc(N2C(=O)NC(=O)/C(=C/c3ccc(OCc4ccccc4F)cc3)C2=O)cc1,1.9
COc1ccc(S(=O)(=O)NNC(=O)c2ccc(OC)c(OC)c2)cc1,5.6
CCOC(=O)c1c(NC(=O)Cc2ccc(OC)cc2)sc(C(=O)Nc2ccccc2)c1C,0.8
Cc1c(C(=O)Nc2ccc(N3CCOCC3)cc2)cccc1[N+](=O)[O-],3.5
CN1CCN(C(=O)c2cc(-c3ccc(Cl)c(Cl)c3)nc3ccccc23)CC1,0.1
COc1ccc(CCN/C(C)=C/c2oc3ccc(O)cc3c2[N+](=O)[O-])cc1OC,-4.0
COc1cc2ccccc2cc1C(=O)Nc1sc2c(c1C(N)=O)CCCC2,4.3
O=C(Nc1ncc(Cc2cccc3ccccc23)s1)c1ccc(Cl)cc1,11.4
CCOC(=O)c1c(NC(=O)c2ccc(OC)c(OC)c2)sc2c1CCC(CC)C2 (configuration not stated),0.2
CC1=C(C(=O)Nc2ccc(C)cc2)C(c2ccc([N+](=O)[O-])cc2)NC(=O)N1 (configuration not stated),6.6
CCSC1=C(C#N)C(c2cccs2)C(C(=O)Nc2ccccc2OC)=C(C)N1 (configuration not stated),12.2
CCOc1ccc(/C=c2\sc3nc4ccccc4n3c2=O)cc1Cl,9.1
O=C(Nc1ccccc1)c1c(F)c(F)c(F)c(F)c1F,1.3
CCOC(=O)c1c(NC(=O)c2cccc(Cl)c2)sc(C(=O)Nc2ccccc2OCC)c1C,4.0
O=C(NC1C2CC3CC(C2)CC1C3)c1ccccc1F (configuration not stated),3.0
COc1cc([N+](=O)[O-])ccc1N=S(C)C,-0.8
CCOC(=O)C1=C(O)/C(=C/N(C)C)SC1=Nc1cccc2ccccc12,2.6
O=C(COc1ccc(Br)cc1)Nc1ccc(F)c([N+](=O)[O-])c1,1.8
N#C/C(=C\c1cc(I)cc(I)c1O)c1ccc([N+](=O)[O-])cc1,7.7
COc1ccccc1CC(=O)NCc1ccco1,9.3
O=C(N/N=C/c1ccc2ccccc2c1)c1cccc(F)c1,4.1
N#C/C(=N/Nc1ccccc1[N+](=O)[O-])C(=N)N1CCOCC1,8.7
c1ccc(-c2nnc(SC3CCCC3)nc2-c2ccccc2)cc1,8.5
Cc1cccc(NC(=O)COc2ccc3ccccc3c2)n1,-4.0

# (more compounds)
SMILES,ER stress surv
COC(=O)c1c(NC(=O)/C=C/c2ccccc2)sc2c1C(C(=O)OC)CC2 (configuration not stated),9.9
COc1cc(C2Nc3ccccc3NC3=C2C(=O)CC(c2ccc4c(c2)OCO4)C3)cc(OC)c1O (configuration not stated),3.4
CCOc1ccc(C(=O)Nc2cc(Cl)ccc2C(=O)O)cc1,-2.4
COc1ccc(CC2S/C(=N\N=C\c3cccs3)NC2=O)cc1 (configuration not stated),7.1
COc1cc(C)c(CNc2cccc(C)c2)cc1C,8.0
Cc1oc2ccc(OCC(=O)OCc3ccccc3)cc2c1C(=O)OC(C)C,7.7
COC(=O)CCN1C(=O)/C(=C\c2ccc([N+](=O)[O-])cc2)SC1=S,10.3
S=C1NC(c2ccccc2)=NCN1c1ccccc1,8.1
O=C1NC(=S)S/C1=C/c1ccc(OCc2cccc(C(=O)O)c2)cc1,9.6
COc1cc2ccccc2cc1C(=O)Nc1cccc(-c2nc3cc(C)cc(C)c3o2)c1C,10.2
C=CCn1c(=N)n(CC(O)C(C)(C)C)c2ccccc21 (configuration not stated),-2.0
CCN(CC)C(=O)C(NC(=O)c1ccc([N+](=O)[O-])cc1)C12CC3CC(CC(C3)C1)C2 (configuration not stated),11.4
CC(C)COCC1CC2(CC(C)C(=O)CC2=O)C(=O)O1 (configuration not stated),8.9
CC(C)c1ccc(N2C(=O)NC(=O)/C(=C/c3ccc(F)cc3)C2=O)cc1,8.8
CCOc1ccc(S(=O)(=O)N(CC(N)=O)c2ccc(C)cc2)cc1,5.5
CCCc1ncc(C(O)c2ccc(OC)c(OC)c2)n1C (configuration not stated),2.9
Cn1c(SC(c2ccccc2)c2ccccc2)nc2ccccc21,7.4
O=C(Nc1cccc(C(F)(F)F)c1)C1C2C3CCC(C3)C12 (configuration not stated),3.1
Cc1sc2ncnc(Nc3cccc(Cl)c3)c2c1C,0.5
O=C(COc1ccc([N+](=O)[O-])cc1)Nc1ccc2oc(-c3ccccc3F)nc2c1,-1.0
CCC(Oc1ccc(Br)cc1)C(=O)NN (configuration not stated),0.3
CS(=O)(=O)N(CC(=O)Nc1cccc2ccccc12)c1ccc(Cl)cc1,6.7
Cc1nn(CC(=O)NCc2ccccc2)c(=O)c2ccccc12,3.3
O=[N+]([O-])c1ccccc1S(=O)(=O)Nc1ccc(S(=O)(=O)N2CCOCC2)cc1,5.7
CCN(CC)C(=O)C12CC3CC(C1)C(=O)C(C3)C2,2.5

# More results follow:
SMILES,ER stress surv
O=C(Nc1ccc(-c2nc3ccccc3o2)c(O)c1)c1ccc(-c2cccc([N+](=O)[O-])c2)o1,2.6
COc1ccc(NC(=O)c2cccc(F)c2)cc1OC,24.8
CC1=C(C#N)C(c2cccc(Cl)c2Cl)C2=C(CC(C)(C)CC2=O)N1 (configuration not stated),9.2
S=C(NCc1ccco1)NC1CCCC1,-2.4
Cc1ccc(S(=O)(=O)N2CCN(c3ccc([N+](=O)[O-])c(NCc4ccccc4)c3)CC2)cc1,4.2
Cc1ccccc1SCCNC(=O)c1ccccc1I,11.5
CCOC(=O)c1ccc(NC(=O)CN(c2cc(OC)ccc2OC)S(C)(=O)=O)cc1,3.0
Cc1ccc(N2C(=O)C3C4C=CC(CC4)C3C2=O)c([N+](=O)[O-])c1 (configuration not stated),-3.4
CCSC(C)CC1C/C(=N/O)c2c(CC)noc2C1 (configuration not stated),6.2
Cc1ccc(NCC(=O)N/N=C\c2ccc(OC(=O)c3ccccc3Cl)cc2)cc1,15.2
Cc1cc(OCC(=O)NCc2ccc(F)cc2)cc(C)c1Cl,-2.6
O=S(=O)(Nc1ccc2oc(-c3ccccc3F)nc2c1)c1ccccc1,10.5
COc1ccc(-c2cc(C(=O)NCc3ccc(C)cc3)c3ccccc3n2)cc1,3.9
COc1cc(CNC2C3CC4CC(C3)CC2C4)c([N+](=O)[O-])cc1OC (configuration not stated),-3.8
CC(CCCC(C)(C)O)CC1OCCO1 (configuration not stated),-0.3
CC1CCN(S(=O)(=O)c2cccc3ccccc23)CC1,2.4
COc1cc2c(cc1OC)-c1nnc(C)n1C1(CCCC1)C2,-4.2
N#C/C(=C/c1ccc(I)o1)c1ccc(Cl)cc1,0.3
COC(=O)COc1ccc(/C=C2\C(=O)NC(=S)N(c3ccc(C(C)C)cc3)C2=O)cc1OC,8.3
CC(C)Oc1ccccc1NC(=O)CSCC(=O)Nc1ccc2ccccc2c1,6.0
Cc1cccc(C(=O)Nc2sc3c(c2C(=O)O)CCC3)c1,-6.9
Cn1c(/C=N/Nc2nc3ccccc3[nH]2)nc2ccccc21,-3.5
c1ccc(CCCN2CCN(Cc3cccnc3)CC2)cc1,0.9
COC(=O)c1ccc(C(=O)OC)c(NC(=O)C2CC3CCC2C3)c1 (configuration not stated),4.7
Cc1ccccc1NC(=O)c1cnccn1,3.4

# (more compounds)
SMILES,ER stress surv
C=CCN1C(=O)/C(=C\c2ccc(Br)c([N+](=O)[O-])c2)SC1=S,2.2
CCc1ccccc1N(CC(=O)Nc1ccccc1Cl)S(C)(=O)=O,7.1
O=C(Nc1nnc(SCc2ccc(F)cc2)s1)c1ccccc1Br,-2.5
CC(=O)Nc1nc(-c2ccc(C)c(C)c2)cs1,-1.4
O=C(Nc1ccc(Cl)c(Cl)c1)Nc1nnc(-c2ccccc2I)s1,9.8
Cc1ccc(/C(O)=C2\C(=O)C(=O)N(c3ccc(O)cc3)C2c2ccc(F)cc2)cc1 (configuration not stated),9.7
C=C(C)COc1ccc2oc(C)c(C(=O)OCC)c2c1,2.5
COc1ccc(C(=O)NCc2ccccn2)cc1[N+](=O)[O-],1.9
Cc1ccc(NC(=O)C2CC(=O)N(c3ccc(Br)cc3)C2)cc1Cl (configuration not stated),-0.2
COc1ccc(C(=O)N2CCN(C(=O)c3ccco3)CC2)cc1OC,8.6

# Filtered by structure: those above containing a furan ring, fused or not (14)
SMILES,ER stress surv
CC(C)c1ccc(NC(=O)C(=O)NCc2ccco2)cc1,10.3
CCCCCC(=O)N1c2ccccc2NC2=C(C(=O)CC(c3ccc(OC)cc3)C2)C1c1ccco1 (configuration not stated),-0.1
O=C1NC(=O)N(c2ccccc2)C(=O)/C1=C\c1ccc(-c2ccc([N+](=O)[O-])cc2Cl)o1,16.1
O=C(Nc1cccnc1)c1cc2ccccc2o1,-3.8
CC1CCC(N2CCN(C(=O)c3ccco3)CC2)CC1 (configuration not stated),-2.0
CC(=O)c1ccc(NC(=O)c2ccc(Cc3ccc(C)cc3)o2)cc1,6.7
COc1ccc(CCN/C(C)=C/c2oc3ccc(O)cc3c2[N+](=O)[O-])cc1OC,-4.0
COc1ccccc1CC(=O)NCc1ccco1,9.3
Cc1oc2ccc(OCC(=O)OCc3ccccc3)cc2c1C(=O)OC(C)C,7.7
O=C(Nc1ccc(-c2nc3ccccc3o2)c(O)c1)c1ccc(-c2cccc([N+](=O)[O-])c2)o1,2.6
S=C(NCc1ccco1)NC1CCCC1,-2.4
N#C/C(=C/c1ccc(I)o1)c1ccc(Cl)cc1,0.3
C=C(C)COc1ccc2oc(C)c(C(=O)OCC)c2c1,2.5
COc1ccc(C(=O)N2CCN(C(=O)c3ccco3)CC2)cc1OC,8.6

# Part of the list above, field by field:
SMILES: Cc1ccccc1SCCNC(=O)c1ccccc1I
- ER stress surv: 11.5
SMILES: CCOc1ccc(C(=O)Nc2cc(Cl)ccc2C(=O)O)cc1
- ER stress surv: -2.4

# Bioassay records from PubChem BioAssay.
